GRK2 inh: inhibitors of human GRK2 displacing RNA aptamer; inhibition of aptamer binding, % at 10 µM; P25098; hit rate 0.59% among 330,000; AID 488847; bead flow cytometry, FAM-aptamer displacement from GRK2;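 active = inhibition of aptamer binding above 40%, roughly 3 SD of noise, on plates passing a quality check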;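 note: median bead fluorescence of bound FAM aptamer so fluorescent compounds give negative values; no value below 0 was filed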
proCasp3 act: activators of human procaspase-3; recombinant procaspase-3 D3A, Ac-DEVD-pNA absorbance 405 nm; hit rate 0.11% among 330,000; AID 463141; activation, % at 8.5 µM;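 active = activation above the mean of all tested compounds plus 3 SD, cut at about 21% in these data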;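 note: 0% = DMSO alone and 100% = DMSO wells spiked with extra 5 µM PC-3 D3A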
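Evaluation: percent activation relative to control range; Material: Procaspase-3 D3A mutant, all three cleavage aspartates alanine; Compound: single dose, 8.5 µM nominal compound, 0.8% DMSO; Replication: one well per compound; Signal: absorbance at 405 nm, 0 and 120 min; Schedule: 1 h preincubation plus 2 h reaction at 25 °C.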
GASC-1 inh: human JMJD2C demethylase inhibition | GST-JMJD2C(1-420) H3K9me3 demethylation, DELFIA europium | Q9H3R0 | hit rate 0.069% among 330,000 | AID 2099 | inhibition, % at 2.35 µM;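 active = more than half of a compound's replicate wells show inhibition beyond 50%, single wells judged on their own value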;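 note: signal counts dimethyl H3K9 product captured on neutravidin plate; 0% = median of DMSO wells and 100% = 0.3 times that DMSO median; strong numbers were not always called active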
PP1 counter: blocks human PP1-alpha phosphatase, a PP5 counter-screen | P62136 | purified PP1alpha, OMFP fluorescence | inhibition, % at 6.7 µM | hit rate 0.9% among 320,000 | AID 2235;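 active = inhibition above the mean inhibition of all tested compounds plus 3 SD, computed separately for each screening campaign, cut at about 15% in these data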
CTSL1 counter: cathepsin L1 inhibition, PFM18AAP counter-screen; AID 1906; inhibition, % at 5.96 µM; recombinant F. hepatica cathepsin L1, Z-Leu-Arg-MCA fluorescence; hit rate 0.49% among 300,000;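 active = inhibition above the mean of all tested compounds plus 3 SD, set per screening campaign, cut at about 17% in these data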;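 note: 0% = plate median of test compound wells and 100% = 1 µM Z-Phe-Ala-diazomethylketone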
VLA-4 inh: inhibition in a human VLA-4 binding assay; P13612; VLA-4 expressing cells, ligand binding flow cytometry; inhibition, % (about 7 µM as worked out from the volumes in the protocol); hit rate 0.2% among 330,000; AID 2557; in the data active = inhibition above about 50%
PP5 inh: PP5 (human) phosphatase inhibition | P53041 | purified PP5c, OMFP substrate fluorescence | inhibition, % at 6.7 µM | hit rate 0.18% among 320,000;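 active = inhibition above the campaign's mean inhibition across all tested compounds plus 3 SD, cut at about 9.5% in these data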;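 note: 0% = DMSO only and 100% = 100 µM cantharidin control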
Target sequence (P53041 whole entry, looked up): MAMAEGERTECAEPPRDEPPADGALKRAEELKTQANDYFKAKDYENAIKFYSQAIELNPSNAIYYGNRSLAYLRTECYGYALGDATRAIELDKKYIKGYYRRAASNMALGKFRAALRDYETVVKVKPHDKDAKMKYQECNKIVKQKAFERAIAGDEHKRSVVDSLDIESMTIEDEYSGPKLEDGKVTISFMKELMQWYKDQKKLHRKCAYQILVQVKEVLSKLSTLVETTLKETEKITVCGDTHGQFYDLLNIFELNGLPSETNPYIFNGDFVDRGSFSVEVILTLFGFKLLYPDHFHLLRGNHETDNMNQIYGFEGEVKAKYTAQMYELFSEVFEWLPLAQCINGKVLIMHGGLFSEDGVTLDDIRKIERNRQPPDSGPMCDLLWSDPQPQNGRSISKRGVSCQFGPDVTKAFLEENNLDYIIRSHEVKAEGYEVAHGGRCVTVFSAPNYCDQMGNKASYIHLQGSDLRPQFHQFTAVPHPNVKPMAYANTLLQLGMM
core dimer inh: blocks dimerization of HCV core protein. TR-FRET GST/Flag-core106 dimerization, 1536-well. hit rate 0.33% among 300,000. inhibition, % at 5 µM. AID 1899;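 active = inhibition above the mean of all tested compounds plus 3 SD, set per screening campaign, cut at about 45% in these data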
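Material: GST/Flag-tagged HCV core106 proteins. Incubation: 4 h, 22.5 °C incubation. Read-out basis: inhibition (%) from 671 over 617 nm ratio. Measured by: TR-FRET, excitation 340 nm, emission 617 and 671 nm.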
procasp7 counter: activates human procaspase-7, counter-screen for procaspase-3 activators; activation, % at 8.5 µM; recombinant procaspase-7, Ac-DEVD-pNA absorbance 405 nm; D23A/D198A/D206A triple mutant, cannot self-cleave; scale: DMSO 0, 5 µM enzyme 100; P55210; hit rate 0.093% among 330,000;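 active = percent activation above the screen-wide mean plus 3 SD, cut at about 25% in these data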
Target sequence (P55210 whole entry D23A/D198A/D206A): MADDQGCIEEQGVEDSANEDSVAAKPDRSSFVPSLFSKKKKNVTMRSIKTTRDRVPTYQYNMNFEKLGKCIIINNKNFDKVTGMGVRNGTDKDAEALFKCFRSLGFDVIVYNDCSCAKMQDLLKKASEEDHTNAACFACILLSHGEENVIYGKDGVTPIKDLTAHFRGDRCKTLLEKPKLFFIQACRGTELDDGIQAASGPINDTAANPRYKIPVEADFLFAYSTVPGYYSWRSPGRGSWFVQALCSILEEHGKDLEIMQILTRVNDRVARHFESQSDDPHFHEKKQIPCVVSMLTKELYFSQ
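System: Uncleavable procaspase-7 mutant enzyme; Amount: 2 µM procaspase-7 mutant as dispensed; Schedule: 1 h compound preincubation, 2 h substrate cleavage, 25 °C; Measured by: 405 nm absorbance of p-nitroaniline; Evaluation: percent activation from buffer-corrected 0–120 min absorbance change; Control set: low DMSO alone, high DMSO plus 5 µM PC-7.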
* = called active by the depositor; · = not tested or not shown.

Sample of the layout (two entries):
SMILES	GRK2 inh	proCasp3 act	GASC-1 inh	PP1 counter	CTSL1 counter	VLA-4 inh	PP5 inh	core dimer inh	procasp7 counter
Cc1cc2nc(CCN(C(=S)NCC3CCCO3)C3CCCC3)[nH]c2cc1C (stereo not given)	0	-3	-9	-1	12	12	-0.5	0	6
Cc1ccc(C(=O)NCC(=O)OCCOc2cccc(Cl)c2)cc1	4	3	0	-6	-1	-2	0.3	4	11

This part in full, repeating the preview:
SMILES	GRK2 inh	proCasp3 act	GASC-1 inh	PP1 counter	CTSL1 counter	VLA-4 inh	PP5 inh	core dimer inh	procasp7 counter
Cc1cc2nc(CCN(C(=S)NCC3CCCO3)C3CCCC3)[nH]c2cc1C (stereo not given)	0	-3	-9	-1	12	12	-0.5	0	6
Cc1ccc(C(=O)NCC(=O)OCCOc2cccc(Cl)c2)cc1	4	3	0	-6	-1	-2	0.3	4	11
COc1cc2c(cc1NC(=O)/C=C/c1ccccc1)oc1ccccc12	0	-2	94	0	1	12	1.9	3	-1
COC(=O)Nc1cc([N+](=O)[O-])ccc1OC	2	-3	-8	0	0	-3	-1.2	0	6
CCOc1ccccc1NC(=S)NCCc1ccccc1	0	-5	0	-2	-4	3	3.3	-2	-9
COc1ccc(NC(=O)c2cccc(S(=O)(=O)N3CCN(c4ccccc4)CC3)c2)c(OC)c1	0	5	-7	4	·	-5	3.7	·	-4
COC(=O)CC1=Nc2ccccc2NC(=O)C1	4	-6	10	-3	3	5	2.3	1	0
COc1ccc(C2(C)NC(=O)N(CC(=O)Nc3ccc(S(=O)(=O)N4CCCC4)cc3)C2=O)cc1 (stereo not given)	0	2	-26	-2	-1	7	0.3	0	-1
CCOC(=O)C1C(c2ccc(Cl)cc2)NC(=S)NC1(O)C(F)(F)F (stereo not given)	0	-8	-4	2	1	0	-1.5	-4	0
Cc1ccc(CNC(=O)C2CCCN2C(=O)Nc2ccccc2)cc1 (stereo not given)	0	7	-19	-3	-4	1	1.7	-3	0
COC(=O)c1sccc1NC(=S)N1CCN(c2ccccc2)CC1	1	-2	2	-3	5	17	-0.1	2	-7
Cc1ccc(CNC(=O)COC(=O)c2ccc(S(=O)(=O)N3CCOCC3)cc2)cc1	0	2	-2	·	·	-14	·	·	3
O=[N+]([O-])c1cc(C(F)(F)F)ccc1-n1nnc2ccccc21	0	-2	-4	-1	0	-9	-0.2	-3	2
COCCCN(Cc1cccs1)S(=O)(=O)c1csc(C(N)=O)c1	0	-3	-4	4	-3	9	0.6	1	9
CCOc1ccccc1NC(=O)Cn1nnc(C(=O)NCc2ccc3c(c2)OCO3)c1N	2	-1	-14	0	5	3	-0.7	-8	-1
CCOc1cc(S(=O)(=O)NCc2ccncc2)ccc1Cl	0	1	1	-3	-2	-2	2.6	1	3
Cc1cc(Cl)c(O)c(-n2nc3ccccc3n2)c1	1	6	7	1	0	8	-1.2	-1	14
Cc1ccccc1-c1nc(S(=O)(=O)c2ccccc2)c(N2CCCC2)o1	3	5	2	·	·	-10	·	·	5
CCCNC(=O)c1ccc(Cn2c(=S)[nH]c3c([nH]c4ccc(OC)cc43)c2=O)cc1	0	3	0	9	0	0	1.1	17	1
COc1ccc2oc(C(=O)OCC(=O)Nc3ccc(C(=O)N(C)C)cc3)c(C)c2c1	4	1	-1	-1	1	4	-0.2	10	8
O=C(Oc1ccc(C(=S)N2CCOCC2)cc1)c1cc([N+](=O)[O-])cc([N+](=O)[O-])c1	1	3	5	-6	2	0	0.3	14	-2
CC1=CC(C)(C)N2C(=O)C3(C(C#N)=C(N)Oc4cc(C)oc(=O)c43)c3cccc1c32 (stereo not given)	3	8	1	4	1	-2	3.6	-1	4
O=C(N/N=C\c1ccc(F)cc1)c1csnn1	3	6	-2	4	-1	-1	1.7	5	-8
CCN(CC)CCn1c(SCC(=O)Nc2ccc(F)cc2)nc2c(sc3ccccc32)c1=O	0	-3	-6	1	2	2	1.5	4	-2
CC(=O)N/N=C/c1ccccc1OCCOc1cccc(C)c1	0	7	7	3	4	8	1.5	-1	12
COCCn1c(=O)[nH]c2cc(C(=O)NCCc3ccc(OC)c(OC)c3)ccc2c1=O	0	2	-7	5	-1	2	-0.2	-14	0
O=C(CC(NCc1ccccn1)C(=O)O)Nc1ccccc1Cl (stereo not given)	0	0	-11	-4	-1	17	3.9	0	2
CC1CN(S(=O)(=O)c2cc(C(=O)N(C)Cc3cccs3)ccc2Cl)CC(C)O1 (stereo not given)	1	-5	5	·	·	9	·	·	8
O=C(NNC(=O)c1ccccc1[N+](=O)[O-])c1ccc(NC(=O)c2ccccc2)cc1	0	7	-1	-2	0	6	0.4	9	5
Cc1ccc(N(CC(=O)NC(C)C)C(=O)CCC(=O)Nc2nccs2)c(C)c1	0	17	3	-2	-9	0	-2.7	14	-4

Results in GRK2 inh (two entries from above):
canonical_smiles	GRK2 inh
O=[N+]([O-])c1cc(C(F)(F)F)ccc1-n1nnc2ccccc21	0
COCCCN(Cc1cccs1)S(=O)(=O)c1csc(C(N)=O)c1	0

The listing picks up, repeating the 2 entries before the break.
SMILES	GRK2 inh	proCasp3 act	GASC-1 inh	PP1 counter	CTSL1 counter	VLA-4 inh	PP5 inh	core dimer inh	procasp7 counter
O=C(NNC(=O)c1ccccc1[N+](=O)[O-])c1ccc(NC(=O)c2ccccc2)cc1	0	7	-1	-2	0	6	0.4	9	5
Cc1ccc(N(CC(=O)NC(C)C)C(=O)CCC(=O)Nc2nccs2)c(C)c1	0	17	3	-2	-9	0	-2.7	14	-4
Fc1ccc(CN2C3=NCCCN3c3ccccc32)cc1	0	7	-10	-1	0	14	2.5	1	0
CC(=O)C1=C(O)C(=O)N(CCNCCO)C1c1ccccc1 (stereo not given)	1	2	0	-9	-4	4	3.4	-6	-2
Cc1ccc(C)c(N2CCN(C(=O)Cn3cccc3)CC2)c1	0	8	1	2	0	10	-1.3	2	-1
COc1ccccc1/C=C/C=N/NC(=O)c1ccco1	0	-5	4	1	4	-1	2.4	4	0
CC(=O)N(C)/C=C1\Sc2ccccc2C1=O	1	-14	5	-2	3	-8	3.6	-9	-11
COc1ccc(NC(=O)CN2C(=O)COc3ccc(S(=O)(=O)N4CCCCC4)cc32)cc1OC	6	14	-7	-3	0	2	3.2	0	1
O=C(O)C1(O)C[C@H](O)C(O)[C@@H](O)C1 (stereo not given in full)	1	2	·	-4	-4	50*	-2.0	11	8
CC(=O)N1c2ccccc2C2CCCC[C@@H]21 (stereo not given in full)	1	-3	3	-2	·	18	0.9	·	8
Cc1nc(N2CCN(C(=O)c3ccco3)CC2)c(C#N)c2c1CCCC2	8	-1	9	1	1	9	2.4	4	7
Nn1c(SCC(=O)Nc2ccc(F)cc2)nnc1-c1cccnc1	0	-8	17	-3	-2	26	-1.4	-1	0
COC(=O)c1ccccc1NC(=S)NC(=O)COc1ccc(C)cc1	3	-2	3	2	-3	10	2.0	0	3
O=C(CSc1nnc(-c2ccc(O)cc2)n1Cc1ccco1)c1ccccc1	2	7	-10	3	2	-7	1.1	6	10
N#CCCN(C(=O)COc1ccc(C#N)cc1)c1ccc(F)cc1	3	3	2	-4	-1	-4	1.5	-1	3
Cc1cc(C=C(C#N)C#N)c(C)n1-c1ccccc1	3	-5	-7	1	0	2	3.3	8	3
COc1ccc2c(c1OC)C(=O)OC2N1C(=O)CC[C@H]1C(=O)Nc1ccc2c(c1)OCO2 (stereo not given in full)	1	-4	·	-2	-1	12	0.3	11	-13
Cc1ccc(S(=O)(=O)NCCS(=O)(=O)N2CCN(c3ccccc3)CC2)cc1	0	3	5	1	6	3	1.2	-6	-8
CCCn1c(SCC(=O)N2c3ccc(F)cc3CCC2C)nnc1-c1ccccn1 (stereo not given)	2	6	-7	-2	3	-2	-0.7	-4	-17
CC1(C)Cc2cccc(OCC(=O)OCC(=O)NCc3ccc(F)cc3)c2O1	0	3	2	0	0	1	1.1	-1	14
O=C(NCCc1cn2ccccc2n1)c1ccc(Br)o1	3	1	3	4	-1	1	0.5	26	1
CCNc1ccc([N+](=O)[O-])cc1	0	3	-17	-5	-2	2	-2.1	4	-7
NC(=O)COC(=O)CCCc1nc2ccccc2s1	0	3	3	-3	-4	14	-0.8	0	0
COc1ccc(C(=O)Nc2cccc(NC(C)=O)c2)cc1OC	18	3	0	-1	-1	1	-0.4	-1	3
C=CC[C@H](CC(=O)OC(C)(C)C)C(=O)OC[C@@H]1CCCN1C(=O)[C@@H](CC=C)CC(=O)NCCO	0	0	-1	·	·	6	·	·	-1
CCOc1ccc(CCNC(=O)COC(=O)c2cccnc2Cl)cc1OCC	0	5	2	-3	-7	1	0.9	-4	7
Cc1c(C(=O)NC2CCCCC2)oc2ccc(F)cc12	4	1	6	-1	9	-8	2.0	-22	-2
CCOc1ccccc1NC(=O)c1ccc(NC(=O)c2ccco2)cc1	3	-6	-5	0	-2	2	-0.2	0	2
O=C1c2cccnc2C(=O)N1Cc1ccc(S(=O)(=O)N2CCN(c3ccc(Cl)cc3)CC2)cc1	0	2	9	4	3	-1	4.1	25	-1
CC1CCCCN1C(=O)c1cc(F)c(F)cc1Cl (stereo not given)	3	-3	2	-3	-4	-7	0.6	4	4
Cc1nn(Cc2ccccc2Cl)c2sc(C(=O)NC(C)(C)C)cc12	0	2	5	4	-5	3	7.2	-1	-2
CCOC(=O)c1sc(=S)n(C)c1NC(=O)c1ccc(F)cc1	2	-3	14	1	2	27	-1.5	-9	-13

Four entries from above, sorted by their value in core dimer inh, falling:
mol | GRK2 inh | proCasp3 act | GASC-1 inh | VLA-4 inh | PP5 inh | core dimer inh
O=C(O)C1(O)C[C@H](O)C(O)[C@@H](O)C1 (stereo not given in full) | 1 | 2 | · | 50* | -2.0 | 11
CCN(CC)CCn1c(SCC(=O)Nc2ccc(F)cc2)nc2c(sc3ccccc32)c1=O | 0 | -3 | -6 | 2 | 1.5 | 4
COCCCN(Cc1cccs1)S(=O)(=O)c1csc(C(N)=O)c1 | 0 | -3 | -4 | 9 | 0.6 | 1
Nn1c(SCC(=O)Nc2ccc(F)cc2)nnc1-c1cccnc1 | 0 | -8 | 17 | 26 | -1.4 | -1

Source: PubChem BioAssay (several laboratories)
